# RSV antiviral HEp-2: inhibition of RSV-induced cytopathic effect – HEp-2 cells, primary 10 µM value included (AID 2391). one-dose CPE inhibition, % at 10 µM; IC50 in µM for titrated hits. HEp-2 cells, RSV-induced CPE inhibition; higher % means a stronger effect. 310,000 tested, 0.13% active; in the data active means a potency from the dose series; further: strong numbers were not always called active
# West Nile virus CPE: West Nile virus antiviral activity, cell-based, CPE readout (AID 1621); West Nile virus-infected cells, CPE inhibition; higher % means a stronger effect; CPE inhibition, % at 10 µM, or IC50 in µM where a hit was titrated; 290,000 tested, 0.02% active; in the data active means a potency from the dose series; further: strong numbers were not always called active
# Rac1 GTP hydrolysis: MgcRacGAP GTPase-activating activity inhibitors, confirmation, biochemical, ADP Hunter fluorescence | MgcRacGAP-stimulated Rac1 GTP hydrolysis, ADP Hunter fluorescence; higher % means a stronger effect; GST-tagged Rac1 F28L mutant substrate | inhibition, % at 30 µM; hits with a dose series show IC50 in µM | 340,000 tested, 0.6% active | AID 624330;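 active means first-screen hits whose inhibition reached a set limit at any dose in the follow-up dose series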;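 further: fluorescence reports GDP produced by GAP-driven GTP hydrolysis; strong numbers were not always called active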
# WT yeast gro inh: growth inhibition of WT yeast, mitochondrial fusion screen; inhibition, % at 10 µM; 190,000 tested, 2.1% active; mitochondrial fusion phenotypic screen, WT strain; AID 1362; in the data active means inhibition above about 58%; tested in S. cerevisiae
# T cell HTS: modulates CD8 T cell binding to vesicles; calls only at 7 µM; 2C CD8+ T cell-vesicle binding, flow cytometry; stronger effect = lower value; 330,000 tested, 0.068% active;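 active means response, share of CD8 T cells binding vesicles, and their 90th percentile fluorescence all below set limits, cut at about 80% in these data, passing the limit was not always enough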
#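 incubation = binding step 1.5 h, 37 °C, antibody labelling 20 min, ice | test system = 2C mouse CD8+ T cells | read-out basis = percent CD8+ FL2 mean versus row control | controls = Peptide-free naked vesicles (low) and QL9 vesicles with 0.7% DMSO vehicle (high) | detection = flow cytometry of vesicle-bound cells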
# Myeloid diff MLP: promotes myeloid progenitor differentiation; ER-HoxA9 myeloid progenitors, lysozyme-GFP differentiation, flow cytometry; calls only at 10 µM; 360,000 tested, 1% active; AID 624256;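 active means normalized GFP-positive differentiation at or above the plate's own cutoff, the solvent-only control mean plus 3 SD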;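 further: cells exposed to compound for four days before flow analysis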
# bCat nuc transl: modulators of beta-catenin nuclear translocation. 190,000 tested, 0.3% active. nuclear translocation activity, % at 5 µM. HeLa beta-catenin nuclear translocation, immunofluorescence imaging;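 active means nuclear translocation activity above 50% at 5 µM, with a well cell count of 50 or more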;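 further: per-cell ratio of nuclear to cytoplasmic median beta-catenin stain intensity; plate controls were DMSO negative control for no effect and GSK-3 inhibitor IX positive control for full effect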
#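 System: HeLa cells, endogenous beta-catenin; compound dosing: 5 µM primary single dose, 0.1% DMSO, 0.02–20 µM confirmation series; incubation: 24 h compound exposure at 37°C, 5% CO2; signal: beta-catenin immunofluorescence imaging with DAPI; evaluation: % activation, nuclear-to-cytoplasmic median beta-catenin signal ratio per cell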
# SV40 large T antigen: SV40 large T antigen inhibitors, biochemical (AID 1903). SV40 large T antigen ATPase/helicase inhibition assay; higher % means a stronger effect. inhibition, % at 20 µM, or IC50 in µM where a hit was titrated. 310,000 tested, 0.39% active; in the data active means a potency from the dose series; further: strong numbers were not always called active
# Salmonella PhoP GFP: inhibitors of PhoP regulon expression, primary screen, Salmonella Typhimurium, GFP reporter (AID 1863). S. Typhimurium PhoP-regulated promoter GFP reporter, 4 h; higher % means a stronger effect. inhibition, % at 50 µM; hits with a dose series show IC50 in µM. 300,000 tested, 0.16% active;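 active means inhibition over 29.93%, a cutoff 3 SD above the screen mean, later confirmed by dose response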;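 further: 0% = low Mg2+ inducing control and 100% = high Mg2+ repressing control; strong numbers were not always called active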
# WT yeast gro inh mutant strain: recorded beside WT yeast gro inh, whose call it bears; inhibition, %; mitochondrial fusion phenotypic screen, mutant strain inhibition
# bCat nuc transl cell count 5 µM: also measured in bCat nuc transl; calls as there; cell count; measured here: cell count, cytotoxicity flag
# T cell HTS vesicle-bound %: further read-out of T cell HTS, marked with its call; double positive events, %; measured here: CD8+ vesicle-bound cell fraction;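 binding gate set so that unloaded-vesicle control wells show 10% double positive cells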
# Myeloid diff MLP GFP+ MAC1+ %: second read-out of Myeloid diff MLP, no call of its own (marks repeat the call); GFP+ MAC1+ double positive, %; measured here: differentiation confirmed by MAC1 staining
# Active calls of the source: *; i = inactive; · = not tested or not shown. Compounds were not picked by outcome. Share with any hit: about 3.6%.
SMILES,RSV antiviral HEp-2,West Nile virus CPE,Rac1 GTP hydrolysis,WT yeast gro inh,WT yeast gro inh mutant strain,T cell HTS,T cell HTS vesicle-bound %,Myeloid diff MLP,Myeloid diff MLP GFP+ MAC1+ %,bCat nuc transl,bCat nuc transl cell count 5 µM,SV40 large T antigen,Salmonella PhoP GFP
O=S(=O)(Cc1ccccc1)N(O)c1ccccc1,1.8%,0.1%,9.5%,·,·,i,34.7,·,·,·,·,18.2%,4.3%
CCOc1ccc(-c2nc(S(=O)(=O)c3ccccc3)c(N3CCOCC3)o2)cc1,3.6%,0.1%,-7.8%,1.1,9.1,i,55.4,i,0.4,0.4,1490,-1.8%,-7.0%
Cc1cccc(C(=O)NCC(=O)NCC2COc3ccccc3O2)c1 (stereo unspecified),1.5%,·,4.6%,·,·,i,34.7,i,1.4,·,·,23.4%,-2.4%
Cc1c(-n2c(SCC(=O)NC(C)C(C)C)nc3ccccc3c2=O)c(=O)n(-c2ccccc2)n1C (stereo unspecified),0.0%,0.5%,12.0%,-5.2,-10.7,i,24.6,i,0.1,5.0,1009,6.2%,-4.2%
CCOC(=O)c1sc2nc(CC(=O)OC)nc(NCc3ccc(F)cc3)c2c1C,0.6%,-0.3%,6.5%,-0.7,-7.8,i,11.3,i,0.1,0.2,1324,0.8%,2.8%
CCCCc1nc2n[nH]c(N)c2c2c1CCCC2,-1.2%,-0.2%,0.5%,-9.7,-5.7,i,37.3,i,1.0,3.5,813,2.5%,6.0%
Nc1nonc1-n1nnc(C(=O)N/N=C/c2ccccc2)c1CSc1ccc(Cl)cc1,3.0%,0.4%,7.2%,8.2,-18.1,i,44.8,i,1.3,-3.5,582,5.2%,10.8%
CC(C)c1ccccc1NC(=O)COC(=O)Cc1cccc(C(F)(F)F)c1,0.8%,0.0%,-9.9%,5.7,15.9,i,19.5,i,0.4,0.7,937,3.3%,-3.0%
C/C=C/C(=O)Nc1cccc(C2=NOC3(C2)C[C@@H](C(N)=O)N(C(=O)c2cc([N+](=O)[O-])cc([N+](=O)[O-])c2)C3)c1 (stereo partly specified),1.3%,0.1%,6.9%,·,·,i,38.7,i,1.4,-0.4,1356,9.7%,-0.2%
O=S(=O)(c1ccccc1Cl)N1CCC(Cc2ccccc2)CC1,18.3%,-0.8%,5.5%,·,·,i,36.0,i,1.8,·,·,6.5%,-4.3%
COCCNC(=O)COC(=O)CSCc1nc2ccccc2s1,1.7%,0.0%,8.2%,7.8,1.9,i,27.2,i,1.7,-1.1,980,-3.1%,7.3%
CN(CC(=O)Nc1ccc(F)cc1)C(=O)c1cccc(NS(=O)(=O)c2ccccc2)c1,0.7%,·,5.2%,·,·,i,35.5,i,0.6,·,·,·,·
NC(=O)COC(=O)c1ccccc1SCC(=O)NC1CCCCCC1,0.3%,-0.2%,8.9%,-6.2,-10.9,i,50.1,i,0.1,-1.6,1065,-6.2%,-3.6%
COc1cc2c(cc1OC)-c1cc3ccc(OC)c(OC)c3c[n+]1CC2,-0.6%,·,6.6%,·,·,i,60.3,i,1.1,·,·,10.3%,-7.1%
COC(=O)c1ccc(COC(=O)c2[nH]c(C)c(C(C)=O)c2C)o1,2.1%,0.0%,12.6%,1.4,-1.5,i,50.5,i,1.6,1.4,1210,-0.8%,-8.6%
O=S(=O)(NCC1CCCO1)c1ccc(Cl)nc1 (stereo unspecified),-3.6%,-0.1%,12.1%,·,·,i,55.8,i,0.5,-1.7,1126,5.6%,-3.6%
COc1ccccc1N1CCN(C(=O)c2cc(-c3ccccc3)on2)CC1,5.8%,-1.0%,4.2%,·,·,i,45.1,i,0.5,·,·,-0.1%,3.0%
NNC(=O)Cn1c(-c2ccccn2)nc2ccccc21,0.6%,-0.8%,·,·,·,i,48.8,i,0.5,·,·,22.2%,4.6%
COc1ccc(CCN2CC(C(=O)NCCc3ccccc3C(F)(F)F)CCC2=O)cc1 (stereo unspecified),1.8%,-0.2%,8.5%,·,·,i,61.3,i,2.2,·,·,7.3%,-3.3%
Cc1ccc(S(=O)(=O)N(C)c2ccc(NS(C)(=O)=O)cc2)cc1,0.6%,0.1%,7.2%,-3.2,-6.1,i,45.7,i,0.7,1.5,948,0.0%,1.3%
CC(O)C(C(=O)OCc1ccc([N+](=O)[O-])cc1)N1C(=O)c2ccccc2C1=O (stereo unspecified),4.6%,0.4%,2.8%,1.6,12.2,i,21.6,i,0.7,-1.3,535,-0.7%,-11.0%
Cc1c(NC(=O)CSc2nnnn2-c2ccc(F)cc2)c(=O)n(-c2ccccc2)n1C,0.5%,0.0%,1.6%,-2.4,-1.2,i,9.3,i,0.8,1.0,940,7.4%,-6.8%
COc1cc(OC)c(NC(=S)Nc2cc(Cl)cc(Cl)c2)cc1Cl,18.4%,0.8%,19.7%,82.7*,48.9*,i,30.8,i,0.2,-1.6,562,2.9%,0.5%
COc1ccc(C2CC(c3cccs3)=NN2C(=O)CSc2nnnn2C)cc1OC (stereo unspecified),-0.5%,-1.0%,7.9%,14.4,4.6,i,17.6,i,0.1,-2.4,1043,7.3%,3.3%
O=C(CN1C(=O)NC2(CCCC2)C1=O)OCCOc1cccc(Br)c1,-1.8%,·,-2.6%,·,·,i,25.6,i,0.4,·,·,5.3%,2.9%
COC(=S)Nc1cccc(C(F)(F)F)c1,·,-0.1%,·,·,·,i,25.9,i,0.8,0.2,1153,8.0%,-8.9%
CC(C)c1ccc(NC(=O)COc2nnc(-c3cccs3)c(-c3cccs3)n2)cc1,3.2%,0.7%,4.3%,6.7,-13.7,i,19.7,i,1.1,-2.1,1150,7.8%,-2.4%
COc1cc(/C=C(/NC(=O)c2ccc(Cl)cc2Cl)C(=O)O)cc(OC)c1OC,1.0%,0.5%,6.2%,-3.0,-14.9,i,26.2,i,1.5,-2.2,980,8.6%,-4.2%
Cc1ccc(/C=N/NC(=O)c2nnn(-c3nonc3N)c2CSc2ccc(Cl)cc2)o1,5.4%,0.6%,6.5%,·,·,i,0.9,i,2.1,·,·,10.1%,-1.5%
Cc1nn(C)cc1CNC(=O)CCC(=O)O,·,0.3%,3.8%,22.9,17.6,i,18.9,i,1.3,·,·,3.1%,-4.6%
NC(=O)c1ccc(NC(=O)COC(=O)CCSc2ccccc2)cc1,-0.5%,0.4%,7.3%,·,·,i,31.2,i,0.5,-0.9,1103,5.5%,5.1%
CCc1ccccc1N1CC(C(=O)Nc2cc(C)on2)CC1=O (stereo unspecified),1.4%,-0.4%,2.8%,·,·,i,19.9,i,0.1,·,·,-1.3%,0.8%
CCOc1ncccc1C(=O)OCc1ccc(Cl)cc1,1.6%,1.1%,9.7%,0.5,-4.8,i,45.2,i,0.5,0.0,987,7.3%,-7.8%
CCc1ccc(S(=O)(=O)/N=C2\C=C(Nc3cccc(C(=O)O)c3)C(=O)c3ccccc32)cc1,-2.5%,2.1%,13.6%,·,·,i,16.4,·,·,·,·,10.0%,17.6%
O=C(NCc1ccccc1)C1=C[C@H](c2coc3ccccc3c2=O)C[C@H](OCCCCO)O1,4.4%,1.2%,7.5%,-8.4,-5.7,i,43.1,i,1.3,-1.1,1083,17.3%,2.1%
O=c1c2ccccc2nc2n1CCO2,0.0%,0.2%,8.8%,·,·,i,34.1,i,0.3,·,·,2.5%,-5.4%
CC(C)c1ccc(NC(=O)CCc2ccccc2)cc1,-2.4%,0.4%,10.9%,·,·,i,20.6,i,0.6,·,·,0.1%,-1.5%
Cc1ccc(C(=O)NNC(=O)CSc2n[nH]c(-c3cccnc3)n2)cc1,-0.7%,-0.3%,0.3%,-9.3,12.9,i,56.1,i,0.4,-2.5,1061,15.2%,-9.1%
O=C(c1cc(COc2c(F)cccc2F)on1)N1CCC(c2ccccc2Cl)C1 (stereo unspecified),11.8%,-1.4%,16.2%,48.0,28.3,i,63.9,i,0.1,-0.3,991,-5.8%,-5.3%
CCOC(=O)N1CCN(C(=O)c2ccc(Cl)c(S(=O)(=O)N3CCCC3)c2)CC1,0.6%,-0.7%,2.9%,·,·,i,7.4,i,0.7,·,·,10.5%,5.2%
COc1ccc(C)cc1NC(=O)CN1C(=O)COc2ccc(S(=O)(=O)N3CCCCC3)cc21,2.8%,0.0%,5.5%,·,·,i,4.5,i,0.0,·,·,5.5%,4.5%

# Structures shown so far containing an aryl thioether with sulfur outside any ring, in the order listed:
SMILES,RSV antiviral HEp-2,West Nile virus CPE,Rac1 GTP hydrolysis,WT yeast gro inh,WT yeast gro inh mutant strain,T cell HTS,T cell HTS vesicle-bound %,Myeloid diff MLP,Myeloid diff MLP GFP+ MAC1+ %,bCat nuc transl,bCat nuc transl cell count 5 µM,SV40 large T antigen,Salmonella PhoP GFP
Cc1c(-n2c(SCC(=O)NC(C)C(C)C)nc3ccccc3c2=O)c(=O)n(-c2ccccc2)n1C (stereo unspecified),0.0%,0.5%,12.0%,-5.2,-10.7,i,24.6,i,0.1,5.0,1009,6.2%,-4.2%
Nc1nonc1-n1nnc(C(=O)N/N=C/c2ccccc2)c1CSc1ccc(Cl)cc1,3.0%,0.4%,7.2%,8.2,-18.1,i,44.8,i,1.3,-3.5,582,5.2%,10.8%
NC(=O)COC(=O)c1ccccc1SCC(=O)NC1CCCCCC1,0.3%,-0.2%,8.9%,-6.2,-10.9,i,50.1,i,0.1,-1.6,1065,-6.2%,-3.6%
Cc1c(NC(=O)CSc2nnnn2-c2ccc(F)cc2)c(=O)n(-c2ccccc2)n1C,0.5%,0.0%,1.6%,-2.4,-1.2,i,9.3,i,0.8,1.0,940,7.4%,-6.8%
COc1ccc(C2CC(c3cccs3)=NN2C(=O)CSc2nnnn2C)cc1OC (stereo unspecified),-0.5%,-1.0%,7.9%,14.4,4.6,i,17.6,i,0.1,-2.4,1043,7.3%,3.3%
Cc1ccc(/C=N/NC(=O)c2nnn(-c3nonc3N)c2CSc2ccc(Cl)cc2)o1,5.4%,0.6%,6.5%,·,·,i,0.9,i,2.1,·,·,10.1%,-1.5%
NC(=O)c1ccc(NC(=O)COC(=O)CCSc2ccccc2)cc1,-0.5%,0.4%,7.3%,·,·,i,31.2,i,0.5,-0.9,1103,5.5%,5.1%
Cc1ccc(C(=O)NNC(=O)CSc2n[nH]c(-c3cccnc3)n2)cc1,-0.7%,-0.3%,0.3%,-9.3,12.9,i,56.1,i,0.4,-2.5,1061,15.2%,-9.1%
